# KCNH2 3.1 inh: qHTS for Inhibitors of KCHN2 3.1: Mutant qHTS | U2OS KCNH2 3.1, thallium flux FluxOr; stronger effect = lower value | 340,000 compounds, 0.95% hits | activity change, % (tested at about 1.8 µM) | AID 720553, 2013 | Potassium voltage-gated channel subfamily H member 2, brain isoform KCNH2 3.1 (human);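 active = maximum activity change below -70%; inconclusive = maximum activity change from -70% to -50%; inactive = maximum activity change above -50%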;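 note: thallium influx rate constant from kinetic fluorescence after stimulation buffer; % is set by controls: 0 for no effect and ±100 for the full control effect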
#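 Normalized rate constant (relative to positive and negative DMSO controls) derived from a 2 min kinetic fluorescence read after stimulation; U2OS cells expressing the 3.1 isoform via virus at 1.77 x 10^8 /mL.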
# Gal4-VP16 FLuc: VP16 counterscreen qHTS for inhibitors of ROR gamma transcriptional activity; 310,000 compounds, 3.5% hits; Drosophila S2 Gal4-VP16 UAS-luciferase, luminescence, 20 h; Potency, µM (series often up to 53.6 µM), for the others: at the top dose activity, negative = inhibition, usual class: inhibitors;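 note: Gal4-VP16 expression switched on by copper sulfate through the metallothionein promoter; potency is the fitted concentration of half-maximal effect; % is set by controls: 0 for no effect and ±100 for the full control effect; nearly all actives have a fitted effect of over 50% in size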
# Mito fusion act: qHTS Assay for Small Molecule Inhibitors of Mitochondrial Division or Activators of Mitochondrial Fusion. Potency, µM (highest dose often 46.1 µM), inactives show at the top dose growth rescue (activation), actives largely listed as activators. 320,000 compounds, 0.23% hits. S. cerevisiae fusion-defective mutant growth rescue, CellTiterGlo 48 h;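 note: potency is the fitted concentration of half-maximal effect; % of control where 0% means no effect; nearly all actives have a fitted effect of over 45% in size; temperature-sensitive fusion mutants such as fzo1-1 at 37 °C on non-fermentable ethanol glycerol medium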
#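 S. cerevisiae fusion-defective temperature-sensitive mutants (e.g. fzo1-1, mgm1-5) grown 48 h at 37C in YPEG (ethanol/glycerol non-fermentable) medium with 23 nl compound per well; growth rescue read as CellTiterGlo luminescence.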
# Menin-MLL TR inh: qHTS Assay for Inhibitors Targeting the Menin-MLL Interaction in MLL Related Leukemias: Competition With Texas Red Labeled MLL-derived Mutant Peptide; 270,000 compounds, 0.23% hits; AID 1768, 2009; O00255; Potency, µM (doses to about 61.6 µM), for the others: top-dose FP activity change, negative = inhibition, usual class: inhibitors; Menin + Texas Red MLL mutant peptide, fluorescence polarization; active = well fitted inhibition curve with a large enough effect in the polarisation, with a control signal flat, not every such curve was filed as active; inconclusive = small, poorly fitted or top-dose-only effect, or effect the other way, or a change in a side signal; inactive = no such curve, though single readings can be large or run the other way; the % refers to the polarisation; note: potency is the fitted concentration of half-maximal effect; % of control where 0% means no effect; many of its hits are not listed in these tables
# ELG1 DNA repair: qHTS screen for small molecules that inhibit ELG1-dependent DNA repair in human embryonic kidney (HEK293T) cells expressing luciferase-tagged ELG1; Potency, µM (highest dose often 46.1 µM), inactives show top-dose activity change, negative = inhibition, hits mostly inhibitors; HEK293T ELG1-luciferase reporter, luminescence, 16 h; DNA damage induced by 5-fluorouridine; 330,000 compounds, 2.3% hits; note: potency is the fitted concentration of half-maximal effect; % is set by controls: 0 for no effect and ±100 for the full control effect; nearly all actives have a fitted effect of over 55% in size
#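 Step one: seed 2,000 cells per well. Step two: pin-transfer compound or DMSO alongside 5-fluorouridine. Step three: incubate 16 hr, 37 °C, 5% CO2. Step four: add ONE-Glo, wait 30 min, read luminescence.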
# MBNL1 CUG block: qHTS Assay for Inhibitors of MBNL1-poly(CUG) RNA binding. Muscleblind-like protein 1 (Homo sapiens), Q9NR56. TR-FRET MBNL1-His/biotin-(CUG)12 binding, 665/545 ratio. Potency, µM (top dose mostly 57.5 µM), inactives show at the highest dose activity change, negative = inhibition, actives largely listed as inhibitors. 280,000 compounds, 0.036% hits; active = well fitted inhibition curve with a large enough effect in the signal ratio, with a control signal flat, not every such curve was filed as active; inconclusive = small, poorly fitted or top-dose-only effect, or effect the other way, or a change in a side signal; inactive = no such curve, though single readings can be large or run the other way; the % refers to the signal ratio; note: potency is the fitted concentration of half-maximal effect; % is set by controls: 0 for no effect and ±100 for the full control effect
# Target sequence (Q9NR56 whole entry, looked up): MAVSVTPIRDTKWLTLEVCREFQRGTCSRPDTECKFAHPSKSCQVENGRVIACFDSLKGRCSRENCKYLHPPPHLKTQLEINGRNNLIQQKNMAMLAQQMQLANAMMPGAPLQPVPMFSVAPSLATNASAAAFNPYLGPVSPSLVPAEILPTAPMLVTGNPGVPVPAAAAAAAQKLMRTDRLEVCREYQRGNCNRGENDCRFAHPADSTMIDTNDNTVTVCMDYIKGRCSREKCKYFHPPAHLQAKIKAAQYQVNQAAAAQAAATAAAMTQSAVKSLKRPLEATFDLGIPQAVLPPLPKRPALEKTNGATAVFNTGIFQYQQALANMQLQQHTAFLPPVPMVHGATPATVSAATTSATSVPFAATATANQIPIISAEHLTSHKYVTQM
#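 TR-FRET readout: Ex 340 nm, 665/545 nm emission ratio, normalized to buffer-only (basal) and MBNL1-(CUG)12 controls. Complex of MBNL1-His with Biotin-(CUG)12, compounds 92 nM–58 uM, incubated 60 min at room temperature.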
# PKM2 act: qHTS Assay for Activators of Human Muscle isoform 2 Pyruvate Kinase; Pyruvate kinase PKM (Homo sapiens), P14618; purified PKM2, Kinase-Glo ATP luminescence, activation; response scale: 0% is enzyme alone, no compound; Potency, µM (highest dose often 57.5 µM), for the others: top-dose activation, usual class: activators; 260,000 compounds, 0.34% hits; AID 1631, 2009; note: potency is the fitted concentration of half-maximal effect; % is set by controls: 0 for no effect and ±100 for the full control effect; nearly all actives have a fitted effect of over 55% in size
# Target sequence (P14618 whole entry, looked up, canonical isoform): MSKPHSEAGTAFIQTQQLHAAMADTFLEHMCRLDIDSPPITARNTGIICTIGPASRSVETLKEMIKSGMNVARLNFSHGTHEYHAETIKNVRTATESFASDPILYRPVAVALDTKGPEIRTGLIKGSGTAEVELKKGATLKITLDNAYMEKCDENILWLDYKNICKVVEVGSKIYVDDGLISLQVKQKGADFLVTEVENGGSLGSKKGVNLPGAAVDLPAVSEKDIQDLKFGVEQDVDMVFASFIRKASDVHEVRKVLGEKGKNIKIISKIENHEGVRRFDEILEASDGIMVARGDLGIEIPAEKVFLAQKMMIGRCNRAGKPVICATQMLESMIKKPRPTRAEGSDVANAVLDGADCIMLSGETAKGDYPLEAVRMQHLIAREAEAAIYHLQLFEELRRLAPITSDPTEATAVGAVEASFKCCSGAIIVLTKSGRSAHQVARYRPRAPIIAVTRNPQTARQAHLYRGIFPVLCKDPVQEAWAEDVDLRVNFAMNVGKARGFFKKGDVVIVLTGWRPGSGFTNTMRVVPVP
#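 hPK-M2, >95% pure; 0.1 mM ADP / 0.5 mM PEP final; imidazole pH7.2 buffer w/ 7 mM MgCl2, 50 mM KCl; 1 h RT; Kinase-Glo lum. Intermediate enzyme activity for dual inhibitor/activator qHTS.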
# RORg inh: qHTS for inhibitors of ROR gamma transcriptional activity; Nuclear receptor ROR-gamma (Mus musculus), P51450; Potency, µM (titrated, usually from 53.6 µM), without a hit: top-dose activity change, negative = inhibition, most hits filed as inhibitors; Drosophila S2 Gal4-RORgamma UAS-luciferase reporter, 20 h; 310,000 compounds, 5.4% hits; note: potency is the fitted concentration of half-maximal effect; % is set by controls: 0 for no effect and ±100 for the full control effect; nearly all actives have a fitted effect of over 60% in size
#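 Using a luciferase readout, inhibitors were identified by reduced reporter activity in Drosophila cells coexpressing a copper-inducible Gal4–ROR gamma fusion and UAS-driven Photinus luciferase, incubated 20 hr after 700 uM copper sulfate.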
# NPC1 prom act: qHTS Assay for NPC1 Promoter Activators. Huh7 NPC1 promoter luciferase reporter, 24 h. Potency, µM (highest dose often 9.22 µM), inactives show at the top dose activation, most hits filed as activators. 320,000 compounds, 2.4% hits. AID 485313, 2010;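 note: potency is the fitted concentration of half-maximal effect; % of control where 0% means no effect; nearly all actives have a fitted effect of over 60% in size; reporter is driven by a mutant NPC1 promoter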
#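 Huh7 reporter cells (NPC1 promoter driving luciferase) are dosed with compound for 24 h at 37 °C, 5% CO2; luciferase detection reagent is then added and luminescence measured after 10 min at ambient temperature.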
# Rab9 promoter act: qHTS Assay for Rab9 Promoter Activators; 320,000 compounds, 2.8% hits; Huh7 Rab9 promoter-luciferase reporter, luminescence, 24 h; Potency, µM (doses to about 9.22 µM), without a hit: at the highest dose activation, negative = inhibition, actives largely listed as activators; note: potency is the fitted concentration of half-maximal effect; % of control where 0% means no effect; nearly all actives have a fitted effect of over 60% in size
#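 Stable Rab9-luc Huh7, 1500 cells/well, 2 h settle; cmpd in DMSO, 24 h, 37 °C/5% CO2; luciferase reagent 10 min RT; luminescence.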
# FLuc counter: qHTS profiling assay for firefly luciferase inhibitor/activator using purifed enzyme and Km concentrations of substrates (counterscreen for miR-21 project); Luciferin 4-monooxygenase (Photinus pyralis), P08659; purified FLuc, Km substrates, luminescence inhibition; Potency, µM (series often up to 57.5 µM), inactives show top-dose activity change, negative = inhibition, hits mostly inhibitors; 360,000 compounds, 6.9% hits; AID 588342, 2011;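 note: potency is the fitted concentration of half-maximal effect; plate controls were vehicle for no effect and reference inhibitor for full effect; nearly all actives have a fitted effect of over 55% in size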
#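 Purified P. pyralis luciferase, 10 nM final, with Km-level 10 uM D-luciferin and 10 uM ATP in 50 mM Tris acetate pH 7.5, 10 mM Mg acetate, 0.01% Tween-20, 0.05% BSA; 6-point qHTS titration about 60 µM downward; luminescence read.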
# Active calls of the source: *; ? = inconclusive; · = not tested or not shown. Unless noted, calls come from the whole dose curve; as a rule, active = well fitted curve in the direction sought with a large enough effect; inconclusive = small, poorly fitted or top-dose-only effect, or another doubt; inactive = no such curve, though single readings can be large; an effect the other way counts as inactive or inconclusive. Not all compounds are listed; the hit share may differ from the screen's.
SMILES,KCNH2 3.1 inh,Gal4-VP16 FLuc,Mito fusion act,Menin-MLL TR inh,ELG1 DNA repair,MBNL1 CUG block,PKM2 act,RORg inh,NPC1 prom act,Rab9 promoter act,FLuc counter
O=C(Nc1ccc(N2CCOCC2)c(Cl)c1)c1ccc(-n2cnnc2)cc1Cl,-1,-3%,0%,·,9%,3%,?,-9%,7%,4%,-20%
CCOC(=O)CN(C#N)c1nc(N(C)C)nc(N(C)C)n1,-6,4%,0%,2%,10%,-5%,8%,-11%,-2%,2%,5%
c1ccc(-c2csc(NNC3=NCCCCC3)n2)cc1,-11,?,4%,-8%,?,1%,-2%,?,0%,12%,15µM*
O=C(CSc1ccc2c(c1)OCCO2)Nc1ccc2c(c1)OCO2,13,-1%,0%,13%,?,-5%,-2%,-8%,-1%,0%,?
Cc1[nH]nc2c1C(c1cccc(O)c1)C1=C(CC(C)(C)CC1=O)N2 (stereo not given),6,17%,2%,7%,0%,-12%,-3%,23%,9%,2%,1%
Cc1nnc2n1CCCCC2,-2,0%,-10%,·,11%,-2%,1%,4%,-5%,2%,1%
CC(C)c1ccc(NC2CCCN(C(=O)CCN3CCCCC3=O)C2)cc1 (stereo not given),-8,-5%,-1%,·,-4%,3%,1%,20%,1%,2%,0%
Cc1ccc(S(=O)(=O)N2CCOCC2)cc1NC(=O)COc1ccc(C(=O)c2ccccc2)cc1,5,·,-4%,·,?,·,·,·,-2%,-11%,?
Cc1ccc(C2c3[nH]c4ccccc4c3C[C@H]3C(=O)N(c4ccccc4C(=O)N4CCC(C(=O)O)CC4)C(=O)N23)cc1 (stereo not given in full),18,-3%,-1%,9%,-14%,2%,5%,35%,-3%,3%,-2%
Cc1cc(C)n2nc(CC(=O)NNC(=O)c3ccc(N(C)C)cc3)nc2n1,0,-4%,-1%,·,?,-10%,·,?,-2%,-2%,-17%
COc1ccc(NC(=O)Cn2nc3n(c2=S)CCC3)cc1,0,-6%,5%,-11%,-16%,0%,1%,9%,9%,-3%,10%
Cn1c(SCC(=O)Nc2ccc(Br)cc2)nc(O)cc1=O,5,1%,-10%,·,-9%,8%,0%,-15%,12%,3%,?
CC(=O)Nc1cccc(C(=O)OCC(=O)NCc2cc(C)c(O)c(C)c2)c1,-8,·,-3%,·,?,·,·,·,11%,21%,15µM*
CCOC(=O)c1[nH]c(C)c(C(=O)NC2CCCCC2)c1C,0,2%,2%,0%,2%,6%,4%,-22%,-2%,-2%,4%
CCOc1nc(NCCO)nc(NCCC2=CCCCC2)n1,24,5%,-1%,-1%,-2%,4%,1%,?,-4%,-4%,5%
O=C(CSc1nnc(COc2ccccc2)o1)NC1CC2CCC1C2 (stereo not given),-6,-16%,-2%,·,4%,-5%,0%,18%,-1%,0%,-12%
CCc1cc(C(=O)c2ccc(OC)cc2)c(NC(=O)CC(C)(C)CC(=O)O)s1,-31,-6%,1%,·,2%,21%,1%,25%,-6%,2%,-2%
COc1ccc(C(CNC(=O)C(=O)NC2CCCCC2)N2CCN(C)CC2)cc1 (stereo not given),13,·,-10%,·,20%,·,·,·,-1%,-5%,0%
Cc1ccc2c(c1)N(CC(=O)NCCCN1CCOCC1)C(=O)C(C(C)C)O2 (stereo not given),0,·,7%,·,11%,·,·,·,-2%,-1%,2%
COc1ccccc1CNC(=O)COC(=O)Cc1c[nH]c2ccccc12,-7,·,0%,·,?,·,·,·,0%,-3%,2%
O=C(Cn1nc(-c2ccccc2)c2ccccc2c1=O)NCCN1CCOCC1,5,2%,0%,5%,4%,-1%,-3%,24%,1%,-4%,0%
CC(C)Cc1cc(C(=O)Nc2cc(C(F)(F)F)ccc2Cl)no1,2,4%,-5%,·,10%,-2%,-2%,27%,0%,12%,5%
CCCNc1nc(N2CCCC2)nc(N2CCCC2)n1,-19,23%,4%,?,?,-6%,-1%,-26%,-1%,0%,2%
CCc1ccccc1NC(=O)C(CC)Sc1nc2cc3c(cc2c(=O)n1Cc1ccco1)OCO3 (stereo not given),2,7%,-7%,7%,11%,-7%,0%,-12%,-3%,18%,-1%
CC(/C=C1\SC(=O)N(CC(=O)Nc2ccc(O)cc2)C1=O)=C\c1ccccc1,-19,-14%,1%,0%,?,-10%,-14%,20%,2%,-4%,-11%
CCOCCCNC(=O)/C(C#N)=C/c1ccc(C(=O)OC)cc1,-34,6%,4%,-4%,11%,-3%,-5%,-14%,0%,1%,-3%
COC(=O)C(C)Sc1snnc1-c1ccccc1 (stereo not given),6,-22%,2%,2%,?,-2%,-7%,-39%,-3%,-4%,-11%
COc1ccc(C(=O)COC(=O)c2ccccc2NS(=O)(=O)c2ccc(O)c([N+](=O)[O-])c2)cc1,12,-12%,6%,·,?,-30%,-34%,39%,-3%,0%,11µM*
CCC12CCCN3CCC4(C(=C(C(=O)OC)C1)Nc1ccccc14)C32 (stereo not given),·,0%,2%,-14%,?,-2%,0%,-10%,-5%,2%,6%
CCn1c(SCC(=O)Nc2ccc(OC)cc2OC)nc2nc3c(cc2c1=O)COC(C)(C)C3,10,-2%,-12%,·,?,·,4%,-33%,0%,-2%,3%
O=C(Cc1cn2ccsc2n1)Nc1ccccc1Oc1ccccc1,2,-15%,5%,-7%,-6%,11%,-5%,-16%,0%,-1%,-1%
COc1ccc(NC(=O)c2ccc(NCC3CCCO3)c([N+](=O)[O-])c2)cc1 (stereo not given),9,7%,2%,?,-3%,?,-3%,1%,-1%,-5%,?
O=C(OC1CCOC1=O)c1cccc(S(=O)(=O)Nc2ccc(F)cc2)c1 (stereo not given),2,1%,-1%,4%,-4%,-10%,2%,16%,-5%,-3%,2%
Nn1c(SCC(=O)Nc2ccc(OC(F)F)cc2)nnc(Cc2ccccc2)c1=O,-30,·,6%,·,-16%,·,·,·,-7%,1%,3%
O=C1NCC(c2ccccc2)C1C(=O)N/N=C\c1ccc(-c2cccc(Cl)c2Cl)o1 (stereo not given),-15,-25%,1%,-1%,?,10%,-3%,-16%,0%,1%,0%
O=C(CNC(=O)COc1ccccc1)NCc1cccnc1,-9,5%,-10%,-8%,0%,-2%,2%,1%,-1%,9%,0%
COC(=O)c1ccc(COC(=O)CNC(=O)CNC(=O)c2ccc(C)cc2)cc1,-11,0%,-9%,-2%,10%,0%,0%,6%,-7%,-2%,-5%
CCCCNc1c(-c2ccc(SC3CCCCC3)cc2)nc2ccccn12,-81*,·,-16%,·,?,·,·,·,2.8µM*,4µM*,4.8µM*
CSc1ccc(-c2nc(O)c3cnccn23)cc1,·,2%,2%,1%,6%,?,0%,-19%,-5%,2%,0%
Oc1ccccc1CNc1ccc(Br)cn1,-1,-6%,-7%,23%,?,-7%,32µM*,18%,?,?,9.5µM*
CC(C)(C)NC(=O)c1ccc(COc2ccccc2Br)o1,-3,-9%,4%,4%,-5%,5%,1%,31%,3%,-5%,?
C[C@@]12CCC3[C@@](CCC4[C@@]3(C)CCC[C@@]4(C)C(=O)NC3CCCCC3)(CC1=O)C2 (stereo not given in full),1,·,16%,·,-1%,·,·,·,2%,3%,1%
CCCCOC(=O)c1ccc(-c2ccc(/C=N/NC(=S)NCC)o2)cc1,-20,2.5µM*,-8%,10%,?,-3%,1%,0.35µM*,?,?,-17%
CC(=O)c1cccc(N=Cc2c(O)ccc3ccccc23)c1,-8,2%,0%,3%,-10%,1%,6%,-25%,-1%,4%,?

# High-throughput results (PubChem BioAssay)
